LDHA inh: LDHA (human) enzyme inhibition; P00338; purified LDHA, NADH/diaphorase-resazurin fluorescence; hits give low values; activity change, % (values are at about 110 or 230 µM); hit rate 0.15% among 480,000; in the data active = activity change below about -30%;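 note: plate controls were DMSO wells for no effect and wells without enzyme for full effect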
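LDH5 2 nM; NADH 0.06 mM, pyruvate 0.2 mM; 200 mM Tris pH 7.4, EDTA, Tween-20; 5 min RT. Detection: diaphorase 0.133 mg/mL + resazurin 37 µM, fluorescence ex540/em590 at 0 and 20 min; normalized to enzyme-free and DMSO wells.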
Glioma ERSR ind: induces the endoplasmic reticulum stress response in human glioma cells. U87-MG GRP78 promoter luciferase reporter, 16 h. Potency, µM, for inactives: at the highest dose activation, actives largely listed as activators. hit rate 0.02% among 420,000. AID 602332; note: potency is the fitted concentration of half-maximal effect; series mostly up to about 76 µM; % of control where 0% means no effect; nearly all actives have a fitted effect of over 35% in size
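Stably transfected U87-MG human glioma cells carrying a GRP78-based luminescent sensor were seeded at 1000 cells/well, pin-dosed with compounds and incubated 16 h. Luciferase reagent was then added, and end-point luminescence was read after 10 min at room temperature.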
D2 PAM: positive allosteric modulators of human D2 dopamine receptor; HEK293 T-REx D2, calcium flux, EC20 dopamine potentiation; P14416; hit rate 0.34% among 340,000; AID 485347; potentiation, % at 10 µM;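 active = potentiation over 3 SD above the plate norm, cut at about 30% in these data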; note: 0% is about no effect
Target sequence (P14416 whole entry, looked up): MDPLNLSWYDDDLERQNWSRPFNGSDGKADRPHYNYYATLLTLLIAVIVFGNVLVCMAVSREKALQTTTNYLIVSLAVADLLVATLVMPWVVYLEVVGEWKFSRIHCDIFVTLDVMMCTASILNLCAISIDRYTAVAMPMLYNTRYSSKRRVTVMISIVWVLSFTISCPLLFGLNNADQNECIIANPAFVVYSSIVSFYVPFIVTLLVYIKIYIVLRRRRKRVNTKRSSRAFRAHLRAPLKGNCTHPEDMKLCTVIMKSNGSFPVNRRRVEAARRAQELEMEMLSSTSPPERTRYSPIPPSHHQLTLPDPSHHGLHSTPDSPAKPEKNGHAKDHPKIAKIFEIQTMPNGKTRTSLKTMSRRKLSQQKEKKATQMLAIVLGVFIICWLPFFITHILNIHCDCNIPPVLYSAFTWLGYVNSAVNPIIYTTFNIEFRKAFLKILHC
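Tetracycline-induced Hek293 Trex D2 cells, force-coupled to calcium, loaded with no-wash calcium dye. Compound added with 180 s kinetic read for agonism, then EC20 dopamine and a further 180 s read for potentiation.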
D1 antag: blocks dopamine activation of the human D1 receptor | HEK293 TREx D1 cells, calcium flux, dopamine EC80; hits give low values | P21728 | activity change, negative = inhibition, % at 10 µM | hit rate 3.2% among 360,000; in the data active = activity change below about -30%; note: % is set by controls: 0 for no effect and ±100 for the full control effect
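Tetracycline-induced HEK293 Trex D1 cells, force-coupled to calcium, dye-loaded; compounds added and read 180 s, then EC80 dopamine added and calcium flux tracked kinetically another 180 s.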
D1 PAM: human D1 dopamine receptor positive modulation. P21728. potentiation, % at 10 µM. AID 504651. hit rate 0.036% among 360,000. HEK293 TREx D1 cells, calcium flux, dopamine EC20 potentiation; in the data active = potentiation above about 30%; note: 0% is about no effect
Vif-A3F inh: blocks the Vif interaction with APOBEC3F; hit rate 0.2% among 390,000; Potency, µM (highest dose often 46.1 µM), inactives show at the highest dose activity, negative = active; HeLa A3F-eYFP + Vif (tagged APOBEC3F with the HIV-1 protein that degrades it), YFP fluorescence increase; AID 602313; note: potency is the fitted concentration of half-maximal effect; % of control where 0% means no effect; nearly all actives have a fitted effect of over 65% in size
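Fluorescence increase (Ex 488/Em 500-530) after overnight compound treatment at 37 deg C flags inhibition of Vif-driven A3F-eYFP loss in stable HeLa A3F-eYFP/Vif cells seeded overnight beforehand.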
Vif-APOBEC3G blk: blocks the Vif interaction with human APOBEC3G | HeLa A3G-eYFP + Vif (tagged APOBEC3G with the HIV-1 protein that degrades it), YFP fluorescence, overnight | hit rate 0.076% among 410,000 | AID 602310 | Potency, µM (titrated, usually from 46.1 µM), inactives show at the highest dose activity, negative = active, actives largely listed as inhibitors;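 note: potency is the fitted concentration of half-maximal effect; % is set by controls: 0 for no effect and ±100 for the full control effect; nearly all actives have a fitted effect of over 60% in size; hits raise eYFP signal because A3G escapes Vif-driven loss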
Target sequence (Q9HC16 whole entry, looked up): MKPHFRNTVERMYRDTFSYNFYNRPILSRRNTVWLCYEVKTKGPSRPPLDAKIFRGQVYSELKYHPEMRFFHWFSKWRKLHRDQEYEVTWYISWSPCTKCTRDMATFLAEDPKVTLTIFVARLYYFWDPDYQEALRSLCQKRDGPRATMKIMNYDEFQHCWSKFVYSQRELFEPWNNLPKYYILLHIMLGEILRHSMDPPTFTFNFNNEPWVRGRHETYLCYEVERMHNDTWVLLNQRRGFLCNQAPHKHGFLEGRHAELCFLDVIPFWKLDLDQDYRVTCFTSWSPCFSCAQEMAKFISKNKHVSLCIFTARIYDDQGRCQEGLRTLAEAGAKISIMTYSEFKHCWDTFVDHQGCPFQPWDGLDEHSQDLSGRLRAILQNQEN
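HeLa cells stably expressing Vif and C-terminally eYFP-tagged A3G, seeded overnight at 37 deg C, then exposed to compound by pintool overnight at 37 deg C. Rise in yellow fluorescence (Ex 488/Em 500-530, Acumen) marks blocked Vif-driven A3G degradation.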
D1 ag: human D1 receptor agonism | AID 504660 | activation, % at 2 µM | HEK293 T-REx D1 cells, calcium flux, agonist mode | hit rate 1% among 360,000 | P21728; in the data active = activation above about 30%; note: 0% is about no effect
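Agonism was scored from calcium flux recorded over 180 s (1 read/s) after pintool compound addition, following a 10-cycle baseline. Cells were inducible force-coupled HEK293 TREx D1, plated overnight at 30 C and loaded with no-wash calcium dye.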
RXFP1 ag: activates the human relaxin receptor RXFP1; Q9HBX9; HEK293T-RXFP1 cAMP TR-FRET, 30 min; response scale: percent of porcine relaxin response, buffer zero; Potency, µM (doses to about 57.5 µM), inactives show at the highest dose activation, usual class: activators; hit rate 0.3% among 370,000; AID 2676; note: potency is the fitted concentration of half-maximal effect; % is set by controls: 0 for no effect and ±100 for the full control effect; nearly all actives have a fitted effect of over 60% in size; many of its hits are not listed in these tables
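cAMP rise read by TR-FRET after 30 min, 37C compound exposure (up to 58 uM) in RXFP1-transfected HEK293 cells with Ro 20174 present. EC50 from Hill-equation fits, with 29 nM porcine relaxin as 100% and buffer as basal.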
Numbers without * were called inactive; & = joins results of further samples. Unless noted, calls come from the whole dose curve; as a rule, active = well fitted curve in the direction sought with a large enough effect; inconclusive = small, poorly fitted or top-dose-only effect, or another doubt; inactive = no such curve, though single readings can be large; an effect the other way counts as inactive or inconclusive.

How did CS(=O)(=O)Nc1ccc2c(c1)[C@@H]1C[C@@H](CC(=O)NCc3cccnc3)O[C@H](CO)[C@@H]1O2 do in these assays?
LDHA inh: -0.6; Glioma ERSR ind: -5.5%; Vif-A3F inh: -1.8%; Vif-APOBEC3G blk: -2.3%

Results for O=C(NCc1ccco1)c1cc(-c2ccccc2)nn1CC1CC(c2cccnc2)=NO1 (configuration not stated) ?
LDHA inh: 6.4; Glioma ERSR ind: -0.7%; Vif-A3F inh: -8.5%; Vif-APOBEC3G blk: -2.2%

What do the screens show for `COc1cccc(N2CCN(C(=O)Cn3nc(C)n4c(cc5c(OC)cccc54)c3=O)CC2)c1`?
LDHA inh: -19.3; Glioma ERSR ind: -3.7%; D1 antag: -1.1; D1 PAM: -0.5; Vif-A3F inh: 1.7%; Vif-APOBEC3G blk: 4.2%; D1 ag: -0.4; RXFP1 ag: -3.5%

Results for CCOC(=O)C1CCN(S(=O)(=O)c2ccc(Cl)nc2)CC1 ?
LDHA inh: -5.0; Glioma ERSR ind: 4.1%; D2 PAM: -4.3; D1 antag: 2.9; D1 PAM: -3.4; Vif-A3F inh: 6.6%; Vif-APOBEC3G blk: 6.8%; D1 ag: 3.2; RXFP1 ag: 3.1%

What do the screens show for `Cc1nc2ccccc2n1CCOc1ccccc1`?
LDHA inh: -8.8; Glioma ERSR ind: 0.6%; D2 PAM: -5.4; D1 antag: -42.3*; D1 PAM: 3.3; Vif-A3F inh: 1.2%; Vif-APOBEC3G blk: 3.3%; D1 ag: 10.3; RXFP1 ag: 0.7%

What do the screens show for `Cn1ncc(Cl)c1C(=O)NCc1ccc(Cl)cc1`?
LDHA inh: -5.9; Glioma ERSR ind: -2.2%; D2 PAM: 15.9; D1 antag: -0.4; D1 PAM: -2.4; Vif-A3F inh: 3.8%; Vif-APOBEC3G blk: -3.1%; D1 ag: 29.3; RXFP1 ag: 1.5%

Results for NC(=O)c1ccccc1OCC(=O)Nc1ccc(Cl)c(Cl)c1 ?
LDHA inh: -2.9; Glioma ERSR ind: -8.2%; D2 PAM: -1.8; D1 antag: -1.0; D1 PAM: -4.8; Vif-A3F inh: 4.5%; Vif-APOBEC3G blk: -8.6%; D1 ag: 10.2; RXFP1 ag: -0.2%

How did COC(=O)c1c(C)nsc1NC(=O)Oc1ccccc1 do in these assays?
LDHA inh: -10.2; Glioma ERSR ind: -4.4%; D2 PAM: -6.7; D1 antag: 19.4; D1 PAM: 5.7; Vif-A3F inh: -1.1%; Vif-APOBEC3G blk: -5.4%; D1 ag: 4.9; RXFP1 ag: 2.9%

Results for Cc1ccc(C2(C)NC(=O)N(CC(=O)N3c4ccccc4NC(=O)CC3C)C2=O)cc1 (configuration not stated) ?
LDHA inh: 2.0; Glioma ERSR ind: -3.6%; D2 PAM: 11.2; D1 antag: 1.8; D1 PAM: 3.9; Vif-A3F inh: 0.2%; Vif-APOBEC3G blk: -2.9%; D1 ag: 2.7; RXFP1 ag: -0.3%

What do the screens show for `CCOC(=O)/C(C#N)=C/c1cn(CCOc2ccccc2)c2ccccc12`?
LDHA inh: -3.0; Glioma ERSR ind: -3.8%; D2 PAM: 1.6; D1 antag: 6.4; D1 PAM: -4.8; Vif-A3F inh: 1.1%; Vif-APOBEC3G blk: -0.1%; D1 ag: 15.3; RXFP1 ag: -0.2%

How did CCc1c(C)sc(NC(=O)c2cc(-c3ccco3)on2)c1C#N do in these assays?
LDHA inh: -6.4; Glioma ERSR ind: -1.1%; D2 PAM: 10.6; D1 antag: -6.4; D1 PAM: 0.6; Vif-A3F inh: -0.8%; Vif-APOBEC3G blk: -2.1%; D1 ag: 6.9; RXFP1 ag: 0.3%

How did Cc1ccc(NC(=O)CSc2ccc3c(c2)OCCO3)nc1 do in these assays?
LDHA inh: 2.1; Glioma ERSR ind: -3.0%; D2 PAM: -4.9; D1 antag: -28.6; D1 PAM: -11.2; Vif-A3F inh: 5.5%; Vif-APOBEC3G blk: 0.1%; D1 ag: 1.2; RXFP1 ag: 0.6%

What do the screens show for `O=C(NCc1ccccn1)Nc1ccc(Br)cc1Cl`?
LDHA inh: -13.3; Glioma ERSR ind: 0.7%; D2 PAM: -2.9; D1 antag: -22.7; D1 PAM: -5.5; Vif-A3F inh: -12.7%; Vif-APOBEC3G blk: -6.5%; D1 ag: -0.1; RXFP1 ag: -1.7%

How did O=C1Nc2ccccc2/C1=N\N1CCOCC1 do in these assays?
LDHA inh: -0.8; Glioma ERSR ind: -2.4%; D2 PAM: 6.5; D1 antag: 9.6; D1 PAM: 5.8; Vif-A3F inh: 3.9%; Vif-APOBEC3G blk: 1.4%; D1 ag: 0.1; RXFP1 ag: -0.2%

How did O=C(Nc1cc(S(=O)(=O)N2CCCCC2)ccc1N1CCOCC1)c1ccc(F)cc1 do in these assays?
LDHA inh: 2.5; Glioma ERSR ind: -2.1%; D2 PAM: 4.7; D1 antag: -1.0; D1 PAM: -6.3; Vif-A3F inh: 3.6%; Vif-APOBEC3G blk: 0.0%; D1 ag: 1.1; RXFP1 ag: 1.4%

Results for CC(C)(C)Nc1nc(Cl)nc(NCc2ccccc2)n1 ?
LDHA inh: -7.4; Glioma ERSR ind: -9.9%; D2 PAM: -16.2; D1 antag: 9.2; D1 PAM: -3.4; Vif-A3F inh: 11.3%; Vif-APOBEC3G blk: -14.0%; D1 ag: 3.5; RXFP1 ag: 9.5%

What do the screens show for `O=C(C1CCC(=O)N1C1CCCCC1)N1CCN(c2ccc(F)cc2)CC1` (configuration not stated)?
LDHA inh: -1.6; Glioma ERSR ind: 2.4%; D2 PAM: 2.0; D1 antag: 4.2; D1 PAM: -6.5; Vif-A3F inh: 0.9%; Vif-APOBEC3G blk: -0.5%; D1 ag: 2.5; RXFP1 ag: 1.6%

What do the screens show for `CC(C)C(=O)Nc1ccc(NC(=O)c2cccnc2)cn1`?
LDHA inh: -0.3; Glioma ERSR ind: -2.4%; D2 PAM: 11.5; D1 antag: 4.0; D1 PAM: -4.8; Vif-A3F inh: -0.2%; Vif-APOBEC3G blk: -0.7%; D1 ag: 1.7; RXFP1 ag: -3.4%

How did CCOC(=O)CNC(c1ccccc1)c1cc(Br)ccc1NC(=O)c1cccc(Cl)c1 (configuration not stated) do in these assays?
LDHA inh: 1.1; D2 PAM: -8.3; D1 antag: -15.3; D1 PAM: -3.0; D1 ag: 1.8; RXFP1 ag: 1.3%

What do the screens show for `O=C(c1cc2cc([N+](=O)[O-])ccc2oc1=O)N1CCOCC1`?
LDHA inh: 0.0; Glioma ERSR ind: -0.4%; D2 PAM: -0.8; D1 antag: -2.4; D1 PAM: -2.0; Vif-A3F inh: 2.1%; Vif-APOBEC3G blk: 0.4%; D1 ag: 2.1; RXFP1 ag: 0.4%

What do the screens show for `CC(C)(C)OC(=O)C[C@@H]1C/C=C\C[C@H](CC(=O)N(CCO)Cc2ccccc2)C(=O)N[C@@H](Cc2ccccc2)COC1=O`?
LDHA inh: 1.5; Glioma ERSR ind: -2.7%; Vif-A3F inh: 0.2%; Vif-APOBEC3G blk: -3.9%

Results for CCOc1ccc(-c2nnc3ccc(SC)nn23)cc1 ?
LDHA inh: -4.6; Glioma ERSR ind: -3.7%; Vif-A3F inh: -1.6%; Vif-APOBEC3G blk: 0.4%; RXFP1 ag: 4.5%

Results for COc1cccc(OCc2cc(C(=O)N(Cc3nccn3C)C(C)C)no2)c1 ?
LDHA inh: -7.9; Glioma ERSR ind: -2.5%; D2 PAM: -1.2; D1 antag: -14.5; D1 PAM: -0.4; Vif-A3F inh: 4.5%; Vif-APOBEC3G blk: 1.6%; D1 ag: 7.0; RXFP1 ag: -3.5%

Results for COc1ccc(N(CC(=O)N/N=C/c2ccc(OC)cc2OC)S(=O)(=O)c2ccccc2)cc1 ?
LDHA inh: -11.1; Glioma ERSR ind: -3.2%; D2 PAM: -17.3; D1 antag: -0.8; D1 PAM: -2.2; Vif-A3F inh: 3.8%; Vif-APOBEC3G blk: -4.9%; D1 ag: 0.2; RXFP1 ag: -0.4%

How did Cn1c(=O)c2c(SCC(=O)N3CCCC3)nc(-c3ccccc3)nc2n(C)c1=O do in these assays?
LDHA inh: -8.1; Glioma ERSR ind: -4.3%; D2 PAM: 16.7; D1 antag: 3.0; D1 PAM: -0.6; Vif-A3F inh: 1.2%; Vif-APOBEC3G blk: -0.1%; D1 ag: 1.4; RXFP1 ag: 0.4%

Results for OCC[C@@H]1C[C@@H](O)[C@H](O)[C@@]2(CCCO2)O1 ?
LDHA inh: 3.3; Glioma ERSR ind: -1.4%; Vif-A3F inh: -5.4%; Vif-APOBEC3G blk: 2.4%

Results for O=S(=O)(NCc1ccc(C(F)(F)F)cc1)c1ccc(-n2cnnn2)cc1 ?
LDHA inh: -1.6; Glioma ERSR ind: -3.8%; D2 PAM: -8.0; D1 antag: -39.5*; D1 PAM: -4.7; Vif-A3F inh: -3.9%; Vif-APOBEC3G blk: 0.4%; D1 ag: 10.4; RXFP1 ag: -1.3%

What do the screens show for `COc1cc(O)c(C(CCN2CCCC(C)C2)c2ccc(N(C)C)cc2)c(OC)c1` (configuration not stated)?
LDHA inh: 3.4; Glioma ERSR ind: -2.5%&-0.9%; D2 PAM: -15.1; D1 antag: -6.6; D1 PAM: 0.5; Vif-A3F inh: 2.7%; Vif-APOBEC3G blk: 4.0%&8.2%; D1 ag: 16.6; RXFP1 ag: -5.0%

What do the screens show for `CCCOC(=O)CCn1c(=S)oc2ccccc21`?
LDHA inh: -5.7; Glioma ERSR ind: -1.7%; D2 PAM: 7.2; D1 antag: -5.0; D1 PAM: -6.4; Vif-A3F inh: -2.8%; Vif-APOBEC3G blk: -3.4%; D1 ag: 9.5; RXFP1 ag: -0.2%

Only part of the results is shown; rates above refer to the full screens.
